PERK inhibitor – block of dimerizer-induced PERK translation repression, primary screen, PERK inhibitor project, CHO PERK-DD cells, SEAP luminescence, HTS. Eukaryotic translation initiation factor 2-alpha kinase 3 (Homo sapiens), Q9NZJ5. inhibition, % at 5.6 µM. CHO PERK-DD fusion, SEAP luminescence translation reporter. 220,000 compounds, 0.17% hits. AID 1416, 2008;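 active means inhibition above the mean inhibition of all tested compounds plus 3 SD, set separately per screening campaign, cut at about 2.9% in these data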;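 further: PERK kinase domain activated by AP20187 dimerizer at 100 nM; 0% = DMSO with dimerizer and 100% = rapamycin at 8.4 µM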
Ba/F3 V617F tox – reduced viability of JAK2V617F-dependent Ba/F3 cells, primary screen, JAK2V617F inhibitor project, cell-based, Ba/F3 EpoR-JAK2V617F, luminescence | AID 1446, 2008 | 220,000 compounds, 1.1% hits | inhibition, % at 5.6 µM | ATP luminescence;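 active means inhibition above the campaign mean plus 3 SD over all tested compounds, cut at about 24% in these data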;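 further: cytokine-independent growth of Ba/F3 cells driven by EpoR plus mutant JAK2; 0% = DMSO-treated cells and 100% = JAK inhibitor I control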
Mdm2 ligase inh – MDM2-luciferase reporter signal enhancers, primary screen, MDM2 E3 ligase inhibitor project, cell-based, luminescence, 1536-well; E3 ubiquitin-protein ligase Mdm2 (Homo sapiens), Q00987; cell-based MDM2 ubiquitination luciferase reporter, 2 h; 0 = plate control, 100 = twice control, blank-subtracted; signal enhancement, % at 5 µM; 210,000 compounds, 0.11% hits; AID 1230, 2008;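 active means signal enhancement of 30% or more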;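 further: luminescence tracks abundance of the self-degrading MDM2-luciferase fusion protein; higher signal means inhibition of MDM2 E3 ligase activity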
Target sequence (Q00987 whole entry, looked up, the tested form may be a part): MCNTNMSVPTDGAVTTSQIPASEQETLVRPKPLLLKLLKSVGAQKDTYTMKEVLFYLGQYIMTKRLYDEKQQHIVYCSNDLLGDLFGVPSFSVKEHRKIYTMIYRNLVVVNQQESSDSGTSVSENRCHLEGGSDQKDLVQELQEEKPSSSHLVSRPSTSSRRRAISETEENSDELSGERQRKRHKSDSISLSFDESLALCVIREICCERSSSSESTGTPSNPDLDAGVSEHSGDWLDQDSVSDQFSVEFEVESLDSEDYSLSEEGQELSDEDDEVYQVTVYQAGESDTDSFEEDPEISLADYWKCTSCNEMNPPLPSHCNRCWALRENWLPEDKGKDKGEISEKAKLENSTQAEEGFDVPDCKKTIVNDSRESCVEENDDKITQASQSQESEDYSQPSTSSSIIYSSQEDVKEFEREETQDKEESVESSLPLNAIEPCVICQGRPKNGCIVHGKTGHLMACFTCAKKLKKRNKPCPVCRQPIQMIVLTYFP
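Assay system: mammalian cells stably expressing self-ubiquitinating, self-degrading MDM2 E3–luciferase fusion. Quantity: 2000 cells in each well. Medium: DMEM culture medium. Compound dosing: single-point 5 µM. Timing: cell settling 4 h, compound treatment 2 h, both 37 °C. Technique: luciferase luminescence. Read-out basis: percent signal gain over controls, blank-subtracted. Benchmarks: plate controls and plate blanks.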
NPY2 pot ag – NPY-Y2 potentiators or agonists, primary screen, cell-based; Neuropeptide Y receptor type 2 (Homo sapiens), P49146; AID 1359, 2008; cells expressing NPY-Y2, potentiator/agonist read-out; 220,000 compounds, 0.45% hits; activation, % at 3.6 µM; in the data active means activation above about 27%;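 further: cells stimulated with NPY near EC25 plus isoproterenol at EC100; 0% = vehicle plus submaximal agonist and 100% = vehicle plus saturating agonist; some results beyond the cut were filed as inactive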
BaF3 parental – parental Ba/F3 cell viability inhibition, counter-screen for JAK2V617F inhibitor project, murine pro-B, CellTiter-Glo luminescence | CellTiter-Glo ATP luminescence | inhibition, % at 5.6 µM | 220,000 compounds, 1.1% hits;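 active means inhibition above a per-campaign cutoff, the mean inhibition of all tested compounds plus 3 SD, cut at about 27% in these data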;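 further: 0% = DMSO wells and 100% = JAK Inhibitor I control wells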
S1P4 antagonist – S1P4 receptor antagonists, primary screen, cell-based | 220,000 compounds, 0.26% hits | S1P4-expressing cells, antagonist mode, reporter read-out | Sphingosine 1-phosphate receptor 4 (Homo sapiens), O95977 | inhibition, % at 4.98 µM; in the data active means inhibition above about 29%;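 further: 0% = wells stimulated with agonist and 100% = vehicle wells without agonist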
Target sequence (O95977 whole entry, looked up): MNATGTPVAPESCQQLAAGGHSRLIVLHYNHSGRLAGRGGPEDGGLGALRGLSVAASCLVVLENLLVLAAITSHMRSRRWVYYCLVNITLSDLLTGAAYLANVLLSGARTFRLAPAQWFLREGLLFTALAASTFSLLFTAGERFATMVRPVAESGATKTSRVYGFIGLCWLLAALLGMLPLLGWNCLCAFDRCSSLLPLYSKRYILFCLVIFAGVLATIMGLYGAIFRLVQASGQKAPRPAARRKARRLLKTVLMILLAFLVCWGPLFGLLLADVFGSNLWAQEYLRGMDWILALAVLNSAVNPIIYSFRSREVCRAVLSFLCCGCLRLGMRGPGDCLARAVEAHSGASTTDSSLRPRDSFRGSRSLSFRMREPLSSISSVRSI
S1P4 agonist – S1P4 receptor agonists, primary screen, cell-based; 220,000 compounds, 0.35% hits; activation, % at 4.98 µM; S1P4-expressing cell line, agonist reporter assay; Sphingosine 1-phosphate receptor 4 (Homo sapiens), O95977; in the data active means activation above about 11%;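 further: 0% = DMSO vehicle and 100% = reference agonist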
Wee1 degr inh – Wee1 degradation inhibitors, primary screen, cell-based, HeLa, Wee1K328M-luciferase, luminescence; HeLa Luc-Wee1K328M stability; 100% = proteasome inhibitor MG132 effect; AID 1321, 2008; 220,000 compounds, 1.2% hits; reporter increase, % at 5 µM; Wee1-like protein kinase (Homo sapiens), P30291;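 active means activation above the mean of all tested compounds plus 3 SD, set per screening run, cut at about 8.8% in these data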;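 further: cells exposed to compound for 20 h before luminescence read; 0% = DMSO alone and 100% = MG132 at 30 µM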
eIF4E 4G PPI – eIF4E–eIF4G protein interaction inhibitors, primary screen, biochemical, uHTS, TR-FRET, eIF4GI fragment; Eukaryotic translation initiation factor 4E (Mus musculus) + Eukaryotic translation …; TR-FRET eIF4E-eIF4GI(517-606) binding, 2 h; inhibition, % at 21.7 µM; 220,000 compounds, 0.37% hits;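 active means inhibition above about 30%, limit read from the data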;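 further: 0% = full FRET control wells and 100% = background wells lacking eIF4GI fragment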
Numbers without * were called inactive; x = no result given; [ ] = another dose, or the depositor's remark.

SMILES	PERK inhibitor	Ba/F3 V617F tox	Mdm2 ligase inh	NPY2 pot ag	BaF3 parental	S1P4 antagonist	S1P4 agonist	Wee1 degr inh	eIF4E 4G PPI
CCOC(=O)c1ccccc1NC(=O)c1nc2nccc(C)n2n1	-1.2	-1	-17	8	4	-15	1.3	1	-6
CNC(=S)N1CCc2ccccc2C1	0.2	1	-1	-2	10	-9	-0.8	0	2[fluorescence artefact?]
Cc1ccc(NC(=O)C2(c3cccs3)CCOCC2)cc1C	-0.3	-1	x	-1	3	-3	-2.2	3	-4
O=C(OCc1cc2ccccc2[nH]c1=O)c1cccc([N+](=O)[O-])c1	0.4	-1	-7	-15	5	9	1.1	-5	-4
Nc1ccc(C2=Nc3cccc4cccc(c34)N2)cc1	0.8	0	-11	6	8	-10	0.5	2	17
CC(C)(C)NC(=O)COC(=O)c1cncc(Br)c1	1.5	-3	-2	-8	2	-2	-0.3	0	2
O=C(c1ccccc1[N+](=O)[O-])N1CCc2ccccc2C1	1.1	-2	4	8	-2	-10	-0.5	5	17[fluorescence artefact?]
CC(Oc1ccccc1Br)C(=O)N1CCc2ccccc21 (centres undefined)	-0.3	-2	-9	3	-2	-1	7.3	8	x
O=C(/C=C/c1ccc(Cl)c([N+](=O)[O-])c1)c1ccc(O)cc1	0.2	-2	-5	29	3	46*	-1.2	0	0
CN(C)CCOc1ccccc1-c1ccccc1	-0.3	-2	-11	4	2	-11	2.0	-1	-12
COc1ccc(-c2[nH]ncc2CN2CCCC2c2nonc2C)c(F)c1 (centres undefined)	0.2	2	-82	-16	5	13	-1.8	2	-11
CC(Sc1nnc(COc2ccc([N+](=O)[O-])cc2)n1C)C(=O)O (centres undefined)	1.7	0	4	10	3	-10	0.3	0	5
CC1(C)CC2(CC(c3ccccc3)Oc3cc(O)ccc32)NC(=S)N1 (centres undefined)	-0.5	-5	-16	-6	2	-13	-0.2	-3	-11
Cc1cc(C)n(-c2ccc(C(=O)Nc3ccccn3)cc2)n1	1.2	-1	-30	6	2	-10	1.7	5	-2
Cc1ccc(-c2nc3cnccn3c2Nc2c(C)cccc2C)o1	0.9	-3	-3	-9	9	18	-1.2	2	-1
Fc1ccc2[nH]c3c(N4CCN(Cc5ccc6c(c5)OCO6)CC4)ncnc3c2c1	-2.5	37*	x	4	43*	-11	0.1	-1	x
Cc1ccc2cc(-c3noc(C4CCCCC4)n3)c(=O)[nH]c2c1	1.3	2	-6	-5	-3	4	1.4	-2	-1
Clc1cc(Br)ccc1OCCOCCOc1cccc2cccnc12	0.7	-8	18	-9	-3	10	0.0	-1	3
O=C(NCc1ccc2c(c1)OCO2)C1CC(=O)N(C2CCCCCC2)C1 (centres undefined)	0.2	-3	-16	6	2	-11	0.1	2	0
CCNc1nc(NC(C)C)nc(N2CC(=O)N(CC(=O)OCC)C2=N)n1	-0.1	1	3	-12	6	1	-0.3	2	1
CC(c1ccccc1)C1NC(C(=O)O)CS1 (centres undefined)	0.7	-4	7	5	1	-7	-0.9	-1	9[fluorescence artefact?]
Cc1cc(Br)ccc1NC(=O)CN1C(=O)C2C3CC(c4ccccc4)C(C3)C2C1=O (centres undefined)	0.5	4	-15	53*	8	4	-0.6	-2	9
O=C(O)C1C2C=CC(C2)C1C(=O)NCc1ccoc1 (centres undefined)	-0.1	-1	-11	6	2	-16	1.8	0	-2
C=CCN1C(=O)C(O)(CC(=O)c2ccco2)c2cc(Br)ccc21 (centres undefined)	-0.7	0	-11	-1	-1	-6	0.4	0	4
CC1Cc2ccccc2N1S(=O)(=O)c1cccc(C(=O)NCCCO)c1 (centres undefined)	-0.8	0	-9	3	2	-5	2.5	-1	4
CCN(CC)c1ccc(/C=N/NC(=O)c2cnccn2)cc1	2.0	78*	-13	9	74*	7	0.7	15*	4
CN(C(=O)c1ccccn1)C1(C(=O)NC2CCCCC2)CCCCC1	-0.3	-2	-8	-3	1	-6	0.1	-2	6
O=C(/C=C/NNC(=O)c1cccc(Br)c1)c1ccccc1	-2.1	3	-16	4	1	0	0.3	0	-1
CC(C)CNC(=O)CC(c1ccccc1)c1ccccc1	0.0	0	-1	10	6	2	1.6	-3	0
C/C(Cc1ccccc1)=N\NC(=O)CNC(=O)Cc1ccc(Cl)cc1	1.9	0	-13	-4	-4	-2	-0.4	0	-1
CCc1ccc(C2C(C#N)=C(N)N(N(C)C)C3=C2C(=O)CCC3)s1 (centres undefined)	-0.9	-1	-4	-5	5	-4	1.0	-2	13
N#C/C(=C(/O)CSc1ncn[nH]1)c1nc2ccccc2[nH]1	0.4	0	-8	3	5	-3	0.1	0	9
Cc1cc(C(F)(F)F)n2nc(C)c(-c3ccc(Cl)cc3)c2n1	1.5	-1	-13	-9	7	-13	0.4	1	-6
CC1(C)CC(=O)C2=C(C1)OC(c1ccncc1)C(C#N)=C2N (centres undefined)	-0.3	7	1	-21	6	-2	1.9	-2	0
Cc1cccc(C)c1NC(=O)CSc1nnc(NC(=O)CN2CCOCC2)s1	0.4	-2	-17	4	1	-2	2.0	-1	0
CCCC(CCC)C(=O)Nc1ccc2c(c1)N(C(=O)CCN1CCN(C)CC1)c1ccccc1CC2	-0.3	1	6	-27	3	12	-0.2	1	3

As entered above.
CC1Cc2ccccc2N1S(=O)(=O)c1cccc(C(=O)NCCCO)c1 (centres undefined) in NPY2 pot ag is listed with 3
CCc1ccc(C2C(C#N)=C(N)N(N(C)C)C3=C2C(=O)CCC3)s1 (centres undefined) in NPY2 pot ag is listed with -5

Remaining list, next part:
SMILES	PERK inhibitor	Ba/F3 V617F tox	Mdm2 ligase inh	NPY2 pot ag	BaF3 parental	S1P4 antagonist	S1P4 agonist	Wee1 degr inh	eIF4E 4G PPI
CCN1C(=O)CC(N2CCN(c3ccc(C(=O)c4ccncc4)cc3)CC2)C1=O (centres undefined)	-0.5	-3	-14	-18	5	-10	1.4	-3	1
O=C(CCc1nnc(CCCc2ccccc2)o1)NCCCC1CCCC1	-1.8	4	-2	-12	1	9	1.2	-3	1
COc1ccc(CC(=O)Nc2ccc(-c3cn4ccccc4n3)cc2)cc1OC	-1.8	-2	0	9	0	-10	-0.6	-1	3
O=C(O)c1ccccc1-c1ccc(/C=C/c2cc(C(F)(F)F)[nH]c(=O)n2)o1	0.6	-3	-3	-9	2	18	0.8	-4	-3
Cc1ccc(N=Cc2c(O)ccc3ccccc23)cc1F	0.8	-2	-4	-5	1	-48	-0.6	4	0
CCOC(=O)C1=C(C)N=C2SC(C)C(=O)N2C1c1ccc(OCC)c(OCC)c1 (centres undefined)	-0.7	-2	-11	4	2	-5	-1.5	2	-1
O=C(COc1ccc2ccccc2c1)Nc1cccc2cccnc12	0.5	-5	0	-20	-3	-21	1.0	-1	0
CCCCn1c(=O)nc2n(-c3ccc(C)cc3)c3ccccc3cc-2c1=O	0.3	2	2	-1	10	3	0.3	1	15
Cc1cc(/C=N\NC(=O)COc2cccc3cccnc23)c(C)n1-c1ccc(Br)cc1	-0.1	1	4	6	10	-32	0.6	4	3
CCOC(=O)N1CCN(C(=O)COc2cc(=O)n(CC)c3ccccc23)CC1	-0.3	2	-3	-5	4	6	-0.7	4	3
CC(=O)c1cccc(NC(=O)C2CCCN(S(=O)(=O)c3ccccc3)C2)c1 (centres undefined)	-0.7	-2	2	-10	0	-9	-0.1	-3	-2
COc1cc(CN(C(=S)NCC(=O)NC2CCCC2)C2CCCC2)cc(OC)c1OC	-1.2	0	4	9	2	-11	-0.8	2	-3
CN(Cc1cn(C)c2ccccc12)C(=S)Nc1cc(F)cc(F)c1	0.1	-1	-3	-5	9	-18	0.6	-3	-1[fluorescence artefact?]
CCC1CCCCN1CC(=O)Nc1cc(C)nn1-c1nc(C)cc(C)n1 (centres undefined)	-0.9	-1	-10	5	4	0	-0.3	0	5
Cc1cccc(N2CCN(C(=O)CCNC(=O)Cn3ccc4ccccc4c3=O)CC2)c1C	-0.6	1	-5	-25	5	-11	0.9	1	5
O=C(CSc1nnnn1-c1cccc2ccccc12)Nc1ccc(N2CCOCC2)c(Cl)c1	-1.6	4	-20	-4	2	-1	0.2	1	-6
CCNS(=O)(=O)c1ccc(NC(=O)Nc2ccccc2OC)cc1	0.8	2	-17	-6	4	6	-0.8	2	0
CCOCCc1c(O)nc(SC)[nH]c1=O	1.9	0	-12	-22	-5	-1	-0.2	-1	0
CCCc1cc2c(c(NC(C)=O)n1)c(=O)oc1ccccc12	0.0	3	-10	-6	11	-12	-0.8	-1	11
CCCN(CC1CC1)C(=O)CCc1nnc(C(OC)c2ccccc2)o1 (centres undefined)	0.2	1	-11	-3	4	1	-0.1	-3	0
Cc1cccc(NC(=O)c2cc(Cl)sc2Cl)c1C	0.9	-1	-8	-8	7	-17	-0.5	-1	2
COC(=O)c1ccc(COC(=O)c2ccc(SC)cc2OC)cc1	-0.3	-1	-5	-9	6	-9	-0.2	-3	5
O=C(Nc1ccn(Cc2c(F)c(F)cc(F)c2F)n1)c1ccc(COc2ccc(Cl)cc2Cl)o1	-0.4	0	-15	-4	6	-1	-0.4	2	0
NC1=NC(c2ccccc2)N=C(Nc2ccccc2)N1 (centres undefined)	0.4	20	-7	0	68*	-2	-0.8	7	4
Cc1ccc2c(c1)CC1(CN2C)C(=O)OC(C)(C)OC1=O	1.2	-2	-10	5	2	-18	1.6	-1	-3
Cc1ccc(CC2CC(=O)N(c3ccc(Cl)cn3)C2=O)cc1 (centres undefined)	-0.1	3	-12	-12	5	-8	0.0	4	6[fluorescence artefact?]
COc1ccc(-c2nnn(-c3cc(Cl)cc(Cl)c3)c2N)cc1	-0.9	-2	-15	36	2	-1	-1.5	3	-4
COCCNC(=O)c1ccccc1NC(=O)c1cccc([N+](=O)[O-])c1C	0.2	-2	-15	-2	3	-4	1.0	-2	0
Cc1ccc2[nH]c(O)c(N=O)c2c1	0.2	7	-7	-18	-1	-5	0.5	2	6
Cc1csc2ncnc(N3CCN(C(=S)Nc4ccc(C(F)(F)F)cc4)CC3)c12	0.8	0	-14	34	-1	-16	0.6	3	-1
O=C(NCCCN1CCOCC1)Nc1ccc(Cc2ccc(NC(=O)NCCCN3CCOCC3)cc2)cc1	0.1	-1	-12	-1	2	6	0.2	-1	2
NC(=S)N/N=C1\CC(n2nnn(-c3cccc(Cl)c3)c2=S)C2COC1O2 (centres undefined)	1.0	4	-24	-5	6	5	0.2	-1	-4
CC(C(=O)NCc1ccco1)n1nc(-c2ccccc2)c2cc(Cl)ccc21 (centres undefined)	0.9	-3	-21	14	1	0	0.6	-3	3
